From PubChem BioAssay
Apaf1 inhib = human Apaf-1 inhibition; inhibition, % at 20 µM; reconstituted apoptosome caspase-3 activity, DEVD-Rh110 fluorescence; AID 489030; 330,000 tested, 0.71% active; active = inhibition of at least 40% at 20 µM;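 also: plate controls were DMSO wells for no effect and DEVD-CHO caspase inhibitor wells for full effect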
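System: reconstituted apoptosome with Apaf-1, cytochrome c, caspase-9, procaspase-3, dATP; Signal: Rh110 fluorescence intensity; Schedule: 30 min compound preincubation, 50 min activation, room temperature; Reagent: cytochrome c trigger plus (Z-DEVD)2-Rh110 caspase-3 substrate.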
SENP8 block-1 = blocks the human protease SENP8. Q96LD8. purified SENP8, Z-RLRGG-aminoluciferin cleavage, luminescence. inhibition, % at 10 µM. 330,000 tested, 1.2% active. AID 2540; in the data active = inhibition above about 50%
Target sequence (Q96LD8 whole entry, looked up): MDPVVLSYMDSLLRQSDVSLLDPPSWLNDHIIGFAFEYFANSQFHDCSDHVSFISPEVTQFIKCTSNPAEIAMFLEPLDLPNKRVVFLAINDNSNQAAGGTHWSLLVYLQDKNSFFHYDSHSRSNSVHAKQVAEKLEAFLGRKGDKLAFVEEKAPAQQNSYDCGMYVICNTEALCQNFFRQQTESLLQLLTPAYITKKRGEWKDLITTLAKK
SENP6 block = blocks the human protease SENP6. Q9GZR1. Recombinant SENP6 catalytic domain, aminoluciferin luminescence. inhibition, % at 10 µM. 330,000 tested, 1.8% active. AID 2599;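 active = inhibition above about 50% at the single tested dose, limit read from the data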;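 also: plate controls were DMSO wells with enzyme for no effect and DMSO wells lacking enzyme for full effect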
PfGluPho inh = PfG6PD (Plasmodium falciparum) enzyme inhibition. inhibition, % at 20 µM. AID 504690. PfGluPho enzyme, NADPH resazurin-diaphorase fluorescence. 350,000 tested, 0.78% active;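 active = inhibition reaching at least a set limit at 20 µM in the primary screen, cut at about 59% in these data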;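 also: 0% = DMSO wells with substrate and 100% = DMSO wells lacking glucose-6-phosphate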
HKDC1 inh = inhibitors of human hexokinase HKDC1; Q2TB90; recombinant HKDC1, G6PDH/diaphorase resazurin coupled fluorescence; inhibition, % at 20 µM; 340,000 tested, 0.16% active;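 active = inhibition above about 35% when tested at 20 µM, limit read from the data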;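 also: plate controls were DMSO wells with enzyme for no effect and DMSO wells lacking enzyme for full effect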
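Incubation: 90 min at room temperature in dark / Material: recombinant HKDC1 (HK5) hexokinase enzyme, produced in-house / Quantity: enzyme 5 µg/mL final / Compound: one dose of 20 µM, 1% DMSO / Reagent: glucose and ATP substrates / Buffer or medium: Tris pH 8.0 buffer with MgCl2, Tween-20, BSA, BME / Technique: resorufin fluorescence at 613 nm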
SENP7 inh = inhibitors of human SENP7 protease; AID 434973; inhibition, % at 5 µM; recombinant SENP7, Z-RLRGG-aminoluciferin luminescence, 40 min; 330,000 tested, 1.5% active; Q9BQF6;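 active = inhibition above about 50% at the single test dose, limit read from the data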;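 also: plate controls were DMSO with enzyme for no effect and no enzyme buffer wells for full effect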
Target sequence (Q9BQF6 706-1050 limits assumed): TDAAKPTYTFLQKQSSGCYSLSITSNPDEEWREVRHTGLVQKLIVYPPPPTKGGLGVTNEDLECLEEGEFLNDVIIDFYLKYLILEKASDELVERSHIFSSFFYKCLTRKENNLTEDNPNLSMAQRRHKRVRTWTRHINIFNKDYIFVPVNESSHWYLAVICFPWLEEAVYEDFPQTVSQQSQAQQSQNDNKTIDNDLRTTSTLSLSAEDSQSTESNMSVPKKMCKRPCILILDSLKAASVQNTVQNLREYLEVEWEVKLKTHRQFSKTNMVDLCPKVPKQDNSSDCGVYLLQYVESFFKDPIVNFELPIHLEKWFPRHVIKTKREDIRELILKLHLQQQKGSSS
SENP1 FRET inh = SENP1 (human) catalytic domain inhibition; Q9P0U3; recombinant SENP1 catalytic domain, CyPet-SUMO1-YPet FRET cleavage; inhibition, % at 10 µM; 360,000 tested, 0.21% active;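 active = inhibition at least 30% at 10 µM, raw YFP signal under a set limit, fluorescence ratio 0.5 to 1.5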;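 also: 0% = enzyme with DMSO and 100% = no enzyme wells; some results filed as inactive read as strong as hits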
Target sequence (Q9P0U3 419-644 limits assumed): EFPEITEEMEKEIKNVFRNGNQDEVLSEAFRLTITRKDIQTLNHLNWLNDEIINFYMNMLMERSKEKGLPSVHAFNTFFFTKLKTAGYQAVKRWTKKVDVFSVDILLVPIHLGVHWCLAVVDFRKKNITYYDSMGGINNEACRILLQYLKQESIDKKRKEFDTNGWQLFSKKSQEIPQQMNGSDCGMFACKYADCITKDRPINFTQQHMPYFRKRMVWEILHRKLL
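Controls: no-enzyme wells low, DMSO-plus-enzyme wells high control. Test system: human recombinant His6-tagged SENP1 catalytic domain enzyme. Reagent: SFCypet-SUMO1-SFYpet FRET protein substrate, 25 nM final. Doses: one dose per compound, 10 µM, 0.5% DMSO. Detection: FRET, CFP and YFP emission. Timing: 50 min reaction at room temperature.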
NLRP3 yeast inh = blocks the NALP3 inflammasome reconstituted in yeast. Yeast reconstituted NLRP3/ASC/caspase-1, beta-gal luminescence, 24 h. inhibition, % at 10 µM. 330,000 tested, 0.39% active. AID 2825;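 active = inhibition of 50% or more; inactive = inhibition below 50%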;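 also: plate controls were induced DMSO wells for no effect and uninduced yeast grown without galactose for full effect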
SENP8 block-2 = inhibitors of human SENP8 protease; Q96LD8; recombinant SENP8, Nedd8 substrate fluorescence; inhibition, % at 20 µM; 360,000 tested, 0.64% active; AID 602440; in the data active = inhibition mostly above about 40%, no sharp cut-off; inactive = mostly below about 27%
Numbers without * were called inactive; i = inactive; x = no result given.

SMILES	Apaf1 inhib	SENP8 block-1	SENP6 block	PfGluPho inh	HKDC1 inh	SENP7 inh	SENP1 FRET inh	NLRP3 yeast inh	SENP8 block-2
CC(C)Cc1nc2oc3c(Cl)ncnc3c2c2c1CCCC2	4	-11	-21	11	6	10	1	-2	22
COC(=O)c1cc2occc2n1Cc1ccc(Cl)cc1	-4	-8	2	12	4	-3	-2	-4	9
CCN(C(=O)COC(=O)c1cc(=O)c2ccccc2o1)c1c(N)n(Cc2ccccc2)c(=O)[nH]c1=O	0	7	-3	-1	-2	4	-5	6	13
CCC(=O)N1c2ccc(S(=O)(=O)N3CCCC3)cc2CC1C (stereo not given)	-11	2	3	3	-4	-5	1	12	-3
CCOC(=O)c1cc(=O)c2ccc(OCc3ccccc3)cc2o1	16	7	-7	5	0	5	1	30	11
S=c1nc(NCCc2ccccc2Cl)c2ccccc2[nH]1	14	-15	16	-1	-4	-7	-1	-6	17
CN(Cc1ccccc1)C(=O)CCCn1c(=O)c2cccn2c2cccnc21	8	-1	-7	-5	-4	-3	-3	10	-16
COc1cc(-c2ccccc2)nc(N)n1	-7	-5	6	-6	4	7	-2	11	-5
Cc1cc(Br)ccc1NC(=O)C1CCN(S(=O)(=O)c2cnc[nH]2)CC1	-8	1	12	3	2	1	1	2	2
C=CCOc1ccc(C2/C(=C(/O)c3ccc4c(c3)CC(C)O4)C(=O)C(=O)N2CCCN2CCOCC2)cc1 (stereo not given)	12	3	0	-18	4	-3	-4	17	-13
COc1cccc(-n2c(SCC#N)nnc2-c2cnccn2)c1	0	9	5	-4	-6	5	2	5	13
COc1ccc(N2CC(C(=O)OCC(=O)Nc3ccccc3C)CC2=O)cc1 (stereo not given)	-3	-8	-15	3	-4	-10	1	13	21
Cc1ccccc1CNC(=O)C(=O)Nc1nccs1	1	-7	-9	9	-11	1	2	15	-18
O=C(O)C1CC=CCC1C(=O)NC1CCCCC1 (stereo not given)	-7	9	5	8	-13	12	1	10	6
CN(C)c1ccc(NC(=O)COC(=O)CNC(=O)c2cccs2)cc1	9	-3	-5	17	1	2	2	1	7
O=C(NC(NCC1CCCO1)C(Cl)(Cl)Cl)c1cccc2ccccc12 (stereo not given)	9	-4	-5	7	-1	9	-1	14	16
CCn1cc(/C=C/c2cc[n+](C)cc2)c2ccccc21	x	x	x	-5	2	x	-26	x	9
Cn1c(N)c(C(=O)NCc2ccccc2Cl)sc1=S	-8	3	-4	26	-6	-7	3	2	7
CS(=O)(=O)N1CCC(C(=O)NCc2ccc3c(c2)OCO3)CC1	-15	12	3	-14	-2	6	1	-9	14
COc1cccc(-c2nc(CS(=O)(=O)CC(=O)Nc3ccccc3Cl)c(C)o2)c1	15	2	-11	-10	2	-1	1	15	11
N#CCSc1nc2ccccc2c(=O)n1CCC(=O)NC1CCCCC1	8	-1	10	-14	7	12	5	-16	22
COc1cccc(-c2csc(N3CCN(C(=S)Nc4cccc(C)c4)CC3)n2)c1	16	-12	-10	13	-4	0	-1	15	1
Cc1nc(-c2cc(C#N)c(=O)[nH]c2C)cs1	-11	8	-4	7	8	6	-1	-3	-450
CCOc1ccc(CNC(=O)C(C)n2nc(C)c3c(C)n(-c4ccccc4)nc3c2=O)cc1 (stereo not given)	10	-4	-6	1	0	1	-1	4	0
CN1CCN(C2=C(Cl)C(=O)N(c3ccc(Cl)c(Cl)c3)C2=O)CC1	6	-1	-10	-20	4	-3	4	6	5
CC(=O)c1ccc(Nc2cc(C)nc3ncnn23)cc1	-20	-5	-6	-2	-3	2	-2	1	-6
O=C(O)CC(SCC(=O)Nc1ccccc1)C(=O)O (stereo not given)	-2	-7	6	-3	-11	7	-1	6	3
Cc1ccc(-n2c(=O)c3sccc3n(CC(=O)NC3CCCC3)c2=O)cc1	-8	-4	-3	-10	-3	1	-1	12	4
C=CCn1c(SCC(=O)Nc2cc(NC(C)=O)ccc2OC)nnc1-c1cccnc1	-5	-4	2	-1	-5	3	2	-7	12
CCC(C(=O)OCC(=O)NCc1ccc2c(c1)OCO2)c1ccccc1 (stereo not given)	5	-9	-15	16	-3	2	3	22	13
Cc1cccc(NC(=O)COC(=O)CCc2c[nH]c3ccccc23)c1C	13	-3	3	2	-3	4	2	8	10
C=CCNC(=O)CN1CCN(Cc2ccc3c(c2)OCO3)CC1	0	-10	-11	-6	-4	10	0	10	13
Cc1cn2nc(N)c3ccccc3c2n1	2	-2	-3	4	0	-4	-1	10	i
CCN(CC)S(=O)(=O)c1cc(F)ccc1OC	9	-10	-19	5	-2	-3	0	0	11
CCN1C(=O)c2ccccc2S(=O)(=O)c2ccc(C(=O)NCC(OC)OC)cc21	3	3	7	-9	-2	2	2	15	14
COc1ccc(C(=O)CSc2nnc(C3CC3)n2N)cc1	-22	-9	-8	3	-3	-3	2	-17	14

Random excerpt: five records from the list
SMILES	Apaf1 inhib	SENP8 block-1	SENP6 block	PfGluPho inh	HKDC1 inh	SENP7 inh	SENP1 FRET inh	NLRP3 yeast inh	SENP8 block-2
COc1ccc(C(=O)CSc2nnc(C3CC3)n2N)cc1	-22	-9	-8	3	-3	-3	2	-17	14
Cc1cccc(NC(=O)COC(=O)CCc2c[nH]c3ccccc23)c1C	13	-3	3	2	-3	4	2	8	10
O=C(O)CC(SCC(=O)Nc1ccccc1)C(=O)O (stereo not given)	-2	-7	6	-3	-11	7	-1	6	3
C=CCNC(=O)CN1CCN(Cc2ccc3c(c2)OCO3)CC1	0	-10	-11	-6	-4	10	0	10	13
C=CCn1c(SCC(=O)Nc2cc(NC(C)=O)ccc2OC)nnc1-c1cccnc1	-5	-4	2	-1	-5	3	2	-7	12

Going on with the list.
SMILES	Apaf1 inhib	SENP8 block-1	SENP6 block	PfGluPho inh	HKDC1 inh	SENP7 inh	SENP1 FRET inh	NLRP3 yeast inh	SENP8 block-2
CC(C)CN(C(=O)COC(=O)c1ccc2c(c1)NC(=O)CS2)C1CCS(=O)(=O)C1 (stereo not given)	2	6	-13	15	4	3	2	11	13
O=C(NCCc1c[nH]c2ccccc12)C1CCN(S(=O)(=O)c2ccccc2F)CC1	-11	8	12	0	-1	-3	0	8	17
CCC(c1ccccc1)C(CC)c1cc(O)c(O)c(O)c1 (stereo not given)	x	x	x	38	42*	x	0	x	64*
Cc1cccc(Nc2nc3ccccc3s2)c1C	11	65*	69*	22	-6	83*	0	16	16
CCn1c(CNC(=O)c2ccco2)nnc1SCCOc1ccccc1	5	-7	-14	-5	0	-7	2	3	10
CCCCn1c(SCC(=O)c2ccc(OCC)cc2)nc2cc(S(N)(=O)=O)ccc21	-5	-4	-15	39	0	2	1	1	16
O=C1C2CCCN2C(=O)N1CCN1CCN(c2ccccc2)CC1 (stereo not given)	-4	6	3	0	-11	3	4	5	7
Cc1cccc(OCC(=O)NCCNC(=O)c2ccco2)c1	-4	8	21	1	1	-8	-1	21	10
O=C(/C=C/c1ccccc1)NC(NC(=S)Nc1ccc(Cl)cc1Cl)C(Cl)(Cl)Cl (stereo not given)	8	-18	-21	62*	-6	-7	-6	3	15
O=C(O)c1ccc(Nc2ncnc3ccccc23)cc1	6	-8	1	-9	-4	-4	0	0	-90
O=C(NCCc1ccccc1)C(=O)Nc1nccs1	3	-1	-39	2	8	-3	0	7	17
Cc1ccc(CNc2ccc3nnc(-c4ccccc4)n3n2)cc1	7	-9	-17	11	14	16	0	3	-8
CCN(CC)S(=O)(=O)c1cc(C(=O)NC2=NCCS2)ccc1Cl	8	-3	-5	-12	-5	3	2	7	24
Cc1ccc(N=Cc2c(O)n(-c3nccs3)c(=O)c3ccccc23)c(C)c1	4	-6	-23	-22	13	-2	-21	4	-18
CN(C)c1ccc(CN(Cc2ccco2)C(=O)c2ccco2)cc1	3	-13	-15	-4	2	-7	2	25	13
CC(C)(C)[C@@H]1C=C(C(N)=O)O[C@H](OCCCCO)C1	3	-2	6	7	7	-4	-3	3	-3
O=c1c2cc(Br)ccc2[nH]c(=S)n1Cc1cccnc1	-6	-8	-5	0	4	-10	1	10	6
c1ccc(CSc2nccc(-c3ccco3)n2)cc1	-7	-4	-1	13	1	5	-32	17	-4
CCOC(=O)N1CCN(C(=O)CCCn2c(=S)[nH]c3ccc(Br)cc3c2=O)CC1	23	2	-2	2	0	8	1	-4	4
CCCN(CC(=O)Nc1ccccc1C)C(=O)c1cc(C)oc1C	-5	-8	-2	6	-8	4	1	9	11
COc1ccc(COC(=O)NC(C(=O)O)c2ccccc2)cc1 (stereo not given)	4	-4	-1	-2	-4	8	2	11	13
Cc1ccccc1-n1nc(C(=O)O)cc1-c1ccccc1	1	-10	-14	24	-4	3	0	-6	4
CC(C)=CC(=O)OCC(=O)Nc1cc(C)ccc1C	-14	-1	3	-22	-2	3	-2	13	12
COc1ccc(-c2noc(=O)n2Cc2ccc(F)cc2Cl)cc1	9	6	16	1	-2	12	0	2	18

Individual results from the results shown:
O=C(NCCc1c[nH]c2ccccc12)C1CCN(S(=O)(=O)c2ccccc2F)CC1 in SENP8 block-1 shows 8
C=CCn1c(SCC(=O)Nc2cc(NC(C)=O)ccc2OC)nnc1-c1cccnc1 in SENP8 block-1 shows -4
O=C(/C=C/c1ccccc1)NC(NC(=S)Nc1ccc(Cl)cc1Cl)C(Cl)(Cl)Cl (stereo not given) in SENP8 block-1 shows -18
O=C(NCCc1ccccc1)C(=O)Nc1nccs1 in NLRP3 yeast inh shows 7

Shown as labelled records: 4 of the compounds above.
COc1ccc(COC(=O)NC(C(=O)O)c2ccccc2)cc1 (stereo not given)
- Apaf1 inhib: 4
- SENP8 block-1: -4
- SENP6 block: -1
- PfGluPho inh: -2
- HKDC1 inh: -4
- SENP7 inh: 8
- SENP1 FRET inh: 2
- NLRP3 yeast inh: 11
- SENP8 block-2: 13

CCCN(CC(=O)Nc1ccccc1C)C(=O)c1cc(C)oc1C
- Apaf1 inhib: -5
- SENP8 block-1: -8
- SENP6 block: -2
- PfGluPho inh: 6
- HKDC1 inh: -8
- SENP7 inh: 4
- SENP1 FRET inh: 1
- NLRP3 yeast inh: 9
- SENP8 block-2: 11

c1ccc(CSc2nccc(-c3ccco3)n2)cc1
- Apaf1 inhib: -7
- SENP8 block-1: -4
- SENP6 block: -1
- PfGluPho inh: 13
- HKDC1 inh: 1
- SENP7 inh: 5
- SENP1 FRET inh: -32
- NLRP3 yeast inh: 17
- SENP8 block-2: -4

COc1ccc(-c2noc(=O)n2Cc2ccc(F)cc2Cl)cc1
- Apaf1 inhib: 9
- SENP8 block-1: 6
- SENP6 block: 16
- PfGluPho inh: 1
- HKDC1 inh: -2
- SENP7 inh: 12
- SENP1 FRET inh: 0
- NLRP3 yeast inh: 2
- SENP8 block-2: 18
